High-throughput results as filed in PubChem BioAssay.
H1N1 NS1A inhibition: H1N1 influenza NS1A inhibitors, functional cell based assay (AID 504329); NS1A functional cell-based assay, percent inhibition; higher % means a stronger effect; inhibition, % at 12.5 µM; hits with a dose series show IC50 in µM; 340,000 tested, 0.3% active; in the data active = a potency from the dose series; inconclusive = inhibition above about 27% without an active follow-up result; note: strong numbers were not always called active
M. tuberculosis: growth inhibition of non-replicating M. tuberculosis (AID 488890); Mycobacterium tuberculosis non-replicating, growth inhibition; higher % means a stronger effect; inhibition, % at 25 µM, or IC50 in µM where a hit was titrated; 320,000 tested, 0.39% active; in the data active = a potency from the dose series; inconclusive = inhibition mostly from about 82% at the one dose, without a potency; inactive = the rest, 99 in 100 with inhibition below about 76%;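 note: plate controls were DMSO cells for no effect and high antibiotic wells for full effect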
H37Rv inhibition: M. tuberculosis growth inhibition, HTS (AID 449762); M. tuberculosis H37Rv growth inhibition, 7H9 media; higher % means a stronger effect; inhibition, % at 25 µM; hits with a dose series show IC50 in µM; 330,000 tested, 0.59% active; in the data active = a potency from the dose series; inconclusive = inhibition above about 70% without an active follow-up result;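 note: bacterial growth assessed after seven days of incubation; strong numbers were not always called active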
inhibitors of VEEV: inhibitors of VEEV TC-83 cytopathic effect, confirmation, Vero cells (AID 588727). 350,000 tested, 0.13% active. Vero cells, VEEV TC-83 cytopathic effect inhibition; higher % means a stronger effect. inhibition, % at 20 µM, or IC50 in µM where a hit was titrated; in the data active = a potency from the dose series; inconclusive = inhibition mostly from about 14% at the one dose, without a potency; inactive = the rest, 99 in 100 with inhibition below about 12%; note: strong numbers were not always called active
Salmonella PhoP GFP: PhoP regulon inhibitors, Salmonella typhi PhoP promoter GFP reporter, confirmatory (AID 1850) | 310,000 tested, 0.33% active | Salmonella Typhi PhoP-promoter GFP reporter, fluorescence, 4 h; higher % means a stronger effect | inhibition, % at 50 µM, or IC50 in µM where a hit was titrated; in the data active = a potency from the dose series; inconclusive = inhibition mostly from about 25% at the one dose, without a potency; inactive = the rest, 99 in 100 with inhibition below about 19%;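 note: 0% = induced wells with vehicle and 100% = uninduced wells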
inhibitors of VEEV 10K pilot screen: recorded beside inhibitors of VEEV, whose call it bears; inhibition, %; measured here: 10K pilot screen inhibition
Active calls of the source: *; i = inactive; ? = inconclusive; . = no result given.

SMILES	H1N1 NS1A inhibition	M. tuberculosis	H37Rv inhibition	inhibitors of VEEV	Salmonella PhoP GFP	others
COc1ccc(OCCC(=O)N2CCCCC2)cc1	4.2%	61.7%	-6.7%	2.1%	7.3%
COc1ccc(-c2cc(C(F)(F)F)n3ncc(C(=O)O)c3n2)cc1OC	1.1%	-7.7%	4.5%	2.0%	-2.6%
CCOc1ccc(C2=CSC3=NCCN23)cc1Cl	5.5%	66.6%	?	i	-5.6%
Cc1ccc2c(c1)CN1CN2Cc2cc(C)ccc21	5.8%	12.0%	4.2%	5.0%	4.8%
O=C(NC1CCN(Cc2ccccc2)CC1)c1c(Cl)cccc1Cl	3.0%	-17.6%	0.7%	i	5.4%
CCOc1ccc(CNC(=O)c2ccc(Sc3ccc(Cl)cc3)c(NC(C)=O)c2)cc1OC	-8.3%	43.7%	-2.3%	3.5%	-7.3%
COc1ccccc1OCCNC(=O)C1CC(=O)N(c2ccc3c(c2)OCCO3)C1 (stereo not given)	-7.6%	5.3%	0.5%	1.9%	1.2%
CC(=O)N1N=C(c2ccncc2)OC12CCCCCC2	-3.1%	3.8%	-12.4%	12.7%	-5.5%
Cc1[nH]c2ccccc2c1C(=O)C(=O)N1c2ccccc2CC1C (stereo not given)	-2.6%	15.2%	-2.3%	6.9%	-6.5%
CCOc1ccc2nc(NCCNC(=O)C(C)C)c(C)cc2c1	27.6%	17.0%	-0.5%	1.8%	1.5%
CCCCN(CCCC)S(=O)(=O)c1ccc(NC(=O)c2cccs2)cc1	8.5%	17.7%	0.4%	i	4.6%
CNC(=O)c1cc2c(s1)-c1ccccc1CC2	0.4%	12.6%	6.8%	6.7%	-5.6%
CC1CCN(S(=O)(=O)c2cccc(C(=O)N(C)C3(C)CCS(=O)(=O)C3)c2)CC1 (stereo not given)	0.3%	-6.4%	10.7%	0.7%	-21.1%
O=C(O)CCc1nn2c3ccccc3n(Cc3ccccc3F)c2nc1=O	-6.3%	-4.5%	1.1%	0.8%	6.4%
O=C(c1cc2cc([N+](=O)[O-])ccc2oc1=O)N1CCN(c2ncccn2)CC1	-3.7%	-0.9%	-2.6%	3.6%	-6.7%
O=c1[nH]c(=O)n(Cc2ccc(F)cc2)c(O)c1C=NCCCN1CCOCC1	-6.4%	5.0%	10.7%	3.7%	-0.8%
CCOc1ccc(Nc2nc3cc(S(=O)(=O)N(CC)CC)ccc3o2)cc1	-5.6%	40.4%	3.5%	4.9%	-4.9%
CSc1ccccc1OCc1cc(C(=O)N[C@H]2CCCCNC2=O)no1	-2.1%	-0.8%	1.3%	8.5%	-7.5%
Cc1ccc(C[n+]2c(-c3ccc(C)cc3)cc(-c3ccc(C)cc3)cc2-c2ccc(C)cc2)cc1	15.6%	?	?	i	20.1µM*	inhibitors of VEEV 10K pilot screen=0.0
Cc1ccc(C(C)C)c(OCC(=O)Nc2cccc(S(=O)(=O)NC3=NCCCCC3)c2)c1	6.4%	17.6%	13.7%	7.9%	12.8%
CN(Cc1nc(Cc2ccccc2F)no1)CC1(N2CCOCC2)CCCCC1	9.3%	23.4%	0.5%	i	3.2%
O=C(CSc1nccc(=O)[nH]1)c1cc2ccccc2o1	-25.1%	2.3%	3.4%	3.8%	6.4%
COC(=O)COc1ccc(-c2nccc(-c3ccccn3)n2)cc1	-11.3%	?	?	0.2%	-6.1%
C/C(=N/NC(=O)CNC(=O)C1COc2ccccc2O1)c1ccc2c(c1)OCCO2 (stereo not given)	.	7.8%	-3.1%	3.9%	2.2%
COc1cccc(C(=O)Nc2ccc(NC(=O)c3ccco3)nc2)c1	0.3%	2.6%	2.4%	4.7%	-7.3%

Ordered by formula weight (high to low): 6 of the compounds above.
SMILES	H1N1 NS1A inhibition	M. tuberculosis	H37Rv inhibition	inhibitors of VEEV	Salmonella PhoP GFP	others
Cc1ccc(C(C)C)c(OCC(=O)Nc2cccc(S(=O)(=O)NC3=NCCCCC3)c2)c1	6.4%	17.6%	13.7%	7.9%	12.8%
COc1ccccc1OCCNC(=O)C1CC(=O)N(c2ccc3c(c2)OCCO3)C1 (stereo not given)	-7.6%	5.3%	0.5%	1.9%	1.2%
CN(Cc1nc(Cc2ccccc2F)no1)CC1(N2CCOCC2)CCCCC1	9.3%	23.4%	0.5%	i	3.2%
CCOc1ccc(Nc2nc3cc(S(=O)(=O)N(CC)CC)ccc3o2)cc1	-5.6%	40.4%	3.5%	4.9%	-4.9%
COc1ccc(-c2cc(C(F)(F)F)n3ncc(C(=O)O)c3n2)cc1OC	1.1%	-7.7%	4.5%	2.0%	-2.6%
CCOc1ccc(C2=CSC3=NCCN23)cc1Cl	5.5%	66.6%	?	i	-5.6%

Continuation:
SMILES	H1N1 NS1A inhibition	M. tuberculosis	H37Rv inhibition	inhibitors of VEEV	Salmonella PhoP GFP	others
CCN(CC)S(=O)(=O)c1ccc(OC(C)C)c(N)c1	-20.7%	2.4%	-2.8%	0.9%	3.9%
Cc1n[nH]c(C)c1S(=O)(=O)N1CCCC(C(=O)NCc2cccs2)C1 (stereo not given)	0.7%	0.7%	2.3%	0.1%	4.0%
Cc1nn(Cc2ccc(Cl)cc2Cl)c(Cl)c1/C=C/C(=O)OCC(=O)NCC(F)(F)F	-0.4%	-4.0%	-2.9%	5.3%	-5.1%
Cc1c(NC(=O)Cn2cc([N+](=O)[O-])cn2)c(=O)n(-c2ccccc2)n1C	5.4%	-13.2%	-9.5%	0.4%	-10.3%
Cc1cc(/C=C2/C(=O)NC(=O)N(c3ccc(Br)cc3)C2=O)c(C)n1C	1.2%	12.5%	-4.0%	i	-3.0%
O=C(COC(=O)CCc1ccc(S(=O)(=O)N2CCOCC2)cc1)NC1CCCC1	-13.0%	-10.6%	-8.9%	0.9%	-4.5%
Cc1ccc2c(c1)C(c1ccccc1)N(C(=O)CC(C)C)CC(=O)N2 (stereo not given)	-2.9%	-0.4%	5.5%	0.7%	3.6%
Cc1onc(-c2c(F)cccc2Cl)c1C(=O)OCC(=O)NCc1ccco1	7.2%	8.0%	-10.4%	3.8%	-4.6%
Cc1ccc(S(=O)(=O)NCC(=O)OCC(=O)Nc2cccc(S(=O)(=O)NC3=NCCCCC3)c2)cc1	-0.5%	0.5%	7.7%	i	11.4%
COC(=O)c1c(NC(=O)CC2NCCNC2=O)sc2c1CCCC2 (stereo not given)	-14.2%	3.7%	0.0%	2.8%	-3.3%
Cc1ccc(S(=O)(=O)N(C)c2c(C)ccc(S(=O)(=O)N3CCN(C)CC3)c2C)cc1	1.8%	6.5%	-2.6%	i	-1.8%
CN(C)c1ccc(-c2nc3n(n2)C(c2cccnc2)C2=C(CC(C)(C)CC2=O)N3)cc1 (stereo not given)	1.7%	8.7%	-1.9%	2.8%	-7.2%
CC(=O)c1ccc(NC(=O)CN2CCCC2)cc1	-2.0%	15.9%	0.6%	0.3%	-8.4%
O=C1CN=C(c2ccc[nH]2)c2cc(Cl)ccc2N1	-9.5%	27.8%	-8.4%	1.2%	-4.7%
Cc1nonc1C(=O)N/N=C/c1ccccc1	4.9%	4.5%	-3.0%	0.2%	5.6%
Cc1nn2c(N)c(C#N)cnc2c1-c1ccc(Cl)cc1	6.5%	3.2%	2.1%	0.8%	2.8%
CCCc1cc(=O)[nH]c(SCC(=O)Nc2ccc([N+](=O)[O-])cc2C#N)n1	-6.0%	-0.3%	13.9%	3.6%	4.1%
COc1ccc(OC)c(S(=O)(=O)NCC2CCCO2)c1 (stereo not given)	2.1%	-23.8%	-2.4%	1.2%	3.0%	inhibitors of VEEV 10K pilot screen=0.2
Cn1cnnc1SCC(=O)NC1CCCN(Cc2ccc(Cl)cc2)C1 (stereo not given)	9.2%	-6.2%	-1.0%	0.7%	9.3%
COC(=O)C1C(O)=C(C=NCc2ccccc2)C(=O)CC1(C)C (stereo not given)	-4.1%	-11.3%	0.3%	4.0%	-5.7%
C[C@H](CO)N1C[C@H](C)[C@@H](CN(C)C(=O)NC2CCCCC2)Oc2ccc(NS(=O)(=O)c3ccccc3)cc2C1=O	-49.1%	18.9%	7.5%	0.3%	.
CCN(CC)S(=O)(=O)c1cccc(-c2nnc(SCC(=O)c3ccc(Cl)s3)n2C)c1	6.3%	34.9%	-6.1%	i	-8.6%
CCC1CCCCN1C(=O)CSc1nc2ncccc2[nH]1 (stereo not given)	-3.4%	-16.8%	-1.0%	0.9%	-0.8%
CCNc1c(NS(=O)(=O)c2ccc(C3CCCCC3)cc2)c(=O)oc2ccccc12	3.7%	-10.5%	2.2%	0.6%	-2.6%
CC1Cc2ccccc2N1C(=S)NC1CCCC1 (stereo not given)	-7.5%	58.8%	-1.8%	3.8%	-9.2%

Additional records
SMILES	H1N1 NS1A inhibition	M. tuberculosis	H37Rv inhibition	inhibitors of VEEV	Salmonella PhoP GFP	others
CCCC(C)C(=O)Nc1cc([N+](=O)[O-])ccc1Cl (stereo not given)	-1.1%	-1.6%	-2.8%	0.4%	1.1%
CCc1ccc(OCC(=O)Nc2ncn[nH]2)cc1	-3.9%	64.2%	3.3%	0.4%	11.1%
Cc1ccc(CNC(=O)c2ccc(CS(=O)Cc3ccccc3Cl)o2)cc1 (stereo not given)	2.0%	12.8%	-2.5%	1.4%	-3.5%
O=C(CSc1ccccc1C(=O)O)Nc1ccc2c(c1)OCO2	10.7%	-2.0%	-11.1%	1.6%	.
COc1ccc(-c2nc(N3CCCCCC3)sc2C(=O)c2ccccc2)cc1	-1.2%	32.5%	10.2%	1.9%	-10.5%
CCP(=O)(CC)c1cccc(N)c1	-4.8%	-11.0%	1.4%	i	20.6%
CSc1nncc(/C(C)=N\Nc2cccc(C)c2)n1	-11.2%	15.8%	4.8%	7.4%	-19.6%
Cc1ccc(S(=O)(=O)N2CCC(NC(=O)c3cccc(F)c3)CC2)cc1	-12.8%	20.1%	2.5%	2.1%	5.6%
O=C(CSc1nnc(Cc2ccccc2)o1)N1CCc2ccccc21	0.6%	12.3%	3.5%	0.1%	3.5%
CC(=O)N1CCOc2ccc(S(=O)(=O)NCCc3ccccc3)cc21	-3.9%	9.7%	6.6%	0.2%	1.4%
O=C(N/N=C/c1ccc(OC(=O)c2cccs2)cc1)c1ccc(F)cc1	9.4%	?	-12.4%	2.0%	8.0%
O=C(c1ccccc1)N1CCC2(CC1)NCCc1[nH]cnc12	-1.1%	3.6%	4.3%	1.5%	-1.7%
COc1ccc(N2CCN(C(=O)CCc3ccccc3OC)CC2)cc1	-1.3%	21.8%	2.8%	1.1%	-11.7%
O=C(NCCN1CCN(S(=O)(=O)c2ccccc2)CC1)C(=O)Nc1ccc(F)cc1	7.4%	-6.2%	5.8%	2.5%	13.7%
C=CCSc1nc2[nH]ncc2c(=O)[nH]1	8.3%	-8.5%	-2.5%	0.6%	-4.6%	inhibitors of VEEV 10K pilot screen=1.1
O=C(CSc1nnc(-c2ccccn2)n1Cc1ccco1)c1ccc(Cl)cc1	3.8%	27.5%	-14.9%	1.9%	-4.0%
O=C(Nc1nc2ccccc2s1)C1CC(=O)N(c2ccc(F)cc2)C1 (stereo not given)	14.4%	32.5%	0.7%	1.7%	5.3%
O=C(NCc1cn(-c2ccccc2)nc1-c1ccccc1)c1cc([N+](=O)[O-])cc([N+](=O)[O-])c1	1.2%	43.4%	?	3.1%	1.0%
O=C(O)CCC(=O)N1CCN(c2ccc(C(=O)c3ccc(F)cc3)cc2)CC1	-4.4%	-6.5%	0.2%	0.1%	-5.2%
N#Cc1c(-c2ccccc2)c(-c2ccccc2)nn(CC(=O)NNC(=O)Nc2ccc(Cl)c(Cl)c2)c1=O	0.5%	4.9%	49.2µM*	9.0%	-10.8%
CC1(C)SC(=S)N(c2ccccc2)C1/[N+]([O-])=C/c1cccc([N+](=O)[O-])c1 (stereo not given)	.	-11.3%	-6.7%	i	-2.1%
Cc1ccc(OCC(=O)Nc2ccc(F)cc2)c([N+](=O)[O-])n1	-12.5%	1.3%	-6.0%	1.2%	10.8%
CCOC(=O)c1sc(N2N=C(C)C(N=Nc3cccc(C)c3)C2=O)nc1C (stereo not given)	14.5%	?	4.5%	2.4%	10.2%
Cc1ccc(C(C)NC(=O)CSc2ccc(S(=O)(=O)N3CCOCC3)cn2)cc1C (stereo not given)	1.6%	3.6%	-19.8%	9.0%	.
Cc1nnc(SCC(=O)O)o1	6.2%	-8.9%	-7.4%	0.2%	7.3%
CC(C)CC(=O)Nc1cccc(C(=O)Nc2ccccc2C(=O)O)c1	-6.6%	3.5%	3.9%	8.6%	1.7%
